# Bioassay records as filed in PubChem BioAssay.
# RXFP1 ag – activates the human relaxin receptor RXFP1; Q9HBX9; HEK293T-RXFP1 cAMP TR-FRET, 30 min; response scale: percent of porcine relaxin response, buffer zero; Potency, µM (series often up to 57.5 µM), inactives show top-dose activation, actives largely listed as activators; 370,000 compounds, 0.3% hits; active = well fitted activation curve with a large enough effect; inconclusive = small, poorly fitted or top-dose-only effect; note: nearly all actives have a fitted effect of over 60% in size; many of its hits are not listed in these tables
# Target sequence (Q9HBX9 whole entry, looked up): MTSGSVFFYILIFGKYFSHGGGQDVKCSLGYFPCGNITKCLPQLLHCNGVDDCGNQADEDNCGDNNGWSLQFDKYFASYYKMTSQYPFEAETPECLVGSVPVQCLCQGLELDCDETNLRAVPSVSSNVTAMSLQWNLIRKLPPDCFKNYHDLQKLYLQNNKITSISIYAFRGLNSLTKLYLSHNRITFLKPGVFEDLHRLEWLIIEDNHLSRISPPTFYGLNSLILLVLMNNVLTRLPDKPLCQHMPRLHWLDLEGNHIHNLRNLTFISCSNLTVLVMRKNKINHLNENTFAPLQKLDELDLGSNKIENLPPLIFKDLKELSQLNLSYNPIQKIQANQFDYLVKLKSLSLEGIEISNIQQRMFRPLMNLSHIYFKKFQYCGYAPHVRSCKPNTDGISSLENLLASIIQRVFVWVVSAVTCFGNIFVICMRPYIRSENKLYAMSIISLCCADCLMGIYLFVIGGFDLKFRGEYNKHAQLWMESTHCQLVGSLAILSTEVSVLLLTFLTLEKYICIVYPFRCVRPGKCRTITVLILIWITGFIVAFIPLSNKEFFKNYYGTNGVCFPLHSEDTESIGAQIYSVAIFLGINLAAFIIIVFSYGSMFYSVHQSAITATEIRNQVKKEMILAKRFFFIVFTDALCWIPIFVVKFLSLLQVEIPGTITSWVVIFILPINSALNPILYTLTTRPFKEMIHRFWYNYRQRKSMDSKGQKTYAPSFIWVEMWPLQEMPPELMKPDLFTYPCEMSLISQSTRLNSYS
#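 Agonist response is measured as cAMP accumulation in an RXFP1-transfected HEK293T line under PDE4 inhibition. Values are scaled between buffer-only and 29 nM porcine relaxin, and EC50s come from standard Hill equation fits.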
# * hit, by the source's call; u = inconclusive; [ ] = dose if it differs, or a comment. % is set by controls: 0 for no effect and ±100 for the full control effect; potency is the fitted concentration of half-maximal effect. An excerpt; count on the stated rates, not on these rows.
SMILES,RXFP1 ag
Cn1c(=O)c(C(=O)COC(=O)c2cc(-c3ccccc3)nc3ccccc23)c(N)n(Cc2ccccc2)c1=O,-0.6%
Cc1ccc(C(=O)NC2CCCc3c2cnn3-c2ccc(F)cc2F)cn1 (configuration not stated),1.3%
COc1ccc(Nc2nc(Cl)c(C=O)s2)cc1,5.1%
COc1ccccc1NC(=O)c1ccc(CSc2ncccn2)cc1,1.7%
CCOc1ccc(C2C=C(c3ccc(C)cc3)Nc3ncnn32)cc1 (configuration not stated),6.9%
COc1cccc2[nH]c3c(N4CCN(Cc5ccc6c(c5)OCO6)CC4)ncnc3c12,-0.6%
Cc1c(Cl)c(C(=O)Nc2nc3ccccc3n2CCN2CCCCC2)nn1C,1.3%
CCOC(=O)c1cnc2c(C)cccc2c1Nc1ccc(N2CCOCC2)cc1,-1.6%
C1CN(c2nc3nonc3nc2N2CCOCC2)CCO1,1.0%
CO[C@H]1C=CO[C@@]2(C)Oc3c(C)c(O)c4c(O)c(c5c(nc6cc(C)ccn65)c4c3C2=O)NC(=O)C(C)=CC=C[C@H](C)[C@H](O)[C@@H](C)[C@@H](O)[C@@H](C)[C@H](OC(C)=O)[C@@H]1C,0.3%
Cc1ccc2oc3c(c(=O)c2c1)C(c1ccc(F)cc1)N(CCCN1CCOCC1)C3=O (configuration not stated),1.0%
Nc1nn(-c2ccccc2)nc1C(=O)OCc1ccccc1F,3.1%
CC1(C)CC(=O)C2=C(C1)N(c1ccc(F)cc1)C(=O)C2(NC(=O)c1ccccc1)C(F)(F)F (configuration not stated),5.8%
O=Cc1sc(N2CCOCC2)nc1-c1ccccc1,16.1%
C#CCOC(=O)CCC(=O)Nc1cc(OC)nc(OC)n1,-2.1%
COc1cccc(-n2c(N)c(C#N)c3ccc([N+](=O)[O-])cc3c2=O)c1,1.2%
C=CCn1c(=O)c(C(=O)Nc2ccccc2OC)c(O)c2ccccc21,1.3%
COc1ccc(CCNC(=O)c2cc3c(=O)n4cccc(C)c4nc3n(Cc3ccncc3)c2=N)cc1,0.9%
COc1ccc(C(c2nnnn2C2CCCCC2)N2CCN(c3ccccc3)CC2)cc1 (configuration not stated),0.5%
CCOc1nc(C)cc(C)c1S(=O)(=O)c1cccc(C)c1,-0.6%
COc1ccc(/C(O)=C2/C(=O)C(=O)N(CCCN(C)C)C2c2ccc(C)o2)cc1Cl (configuration not stated),4.0%
N#Cc1c(N)sc(=S)c2c1CCN(Cc1ccccc1)C2,6.1%
Cc1cc(N2CCCC2)nc(N2C3CCC2CC(O)(c2ccc(F)cc2)C3)n1 (configuration not stated),-2.0%
COCCNC(=O)CN(C(=O)CCC(=O)Nc1ccccn1)c1ccc(F)c(Cl)c1,0.3%
CC(C)(C)OC(=O)N[C@@H](Cc1ccccc1)c1nnc(S(=O)(=O)Cc2ccccc2)o1,-0.3%

# Ordered by heavy-atom count (smallest number first): part of the list above.
SMILES,RXFP1 ag
C#CCOC(=O)CCC(=O)Nc1cc(OC)nc(OC)n1,-2.1%
Nc1nn(-c2ccccc2)nc1C(=O)OCc1ccccc1F,3.1%
COc1cccc(-n2c(N)c(C#N)c3ccc([N+](=O)[O-])cc3c2=O)c1,1.2%
C=CCn1c(=O)c(C(=O)Nc2ccccc2OC)c(O)c2ccccc21,1.3%
Cc1ccc(C(=O)NC2CCCc3c2cnn3-c2ccc(F)cc2F)cn1 (configuration not stated),1.3%
Cc1ccc2oc3c(c(=O)c2c1)C(c1ccc(F)cc1)N(CCCN1CCOCC1)C3=O (configuration not stated),1.0%

# Remaining list, next part
SMILES,RXFP1 ag
CCN(CC)S(=O)(=O)c1ccc(OC)c(NC(=S)Nc2cc(C)ccc2C)c1,1.2%
COC(=O)c1[nH]c2ccc(C)cc2c1NC(=O)CCN1CCN(C2CCCCC2)CC1,2.3%
CC(C)Cc1nc(N2CCN(C(=O)Cc3ccccc3)CC2)c(C#N)c2c1COC(C)(C)C2,u
Cc1ccc(CNC(=O)CSc2nc3ccccc3c3nc(C)nn23)cc1,-0.9%
CCn1cnc2sc(C)c(C)c2c1=O,1.3%
COCCN(C(=O)CSc1nnc(-c2cccc(OC)c2)n1C)c1c(N)n(Cc2ccccc2)c(=O)[nH]c1=O,2.1%
O=C(O)Cc1ccc(NC(=O)C2CC=CCC2C(=O)O)cc1 (configuration not stated),-0.7%
CC(C)Oc1ccccc1C1CC(=O)Nc2c1c(=O)n(C)c(=O)n2C (configuration not stated),-0.5%
O=C(Nc1cccc(F)c1)c1cc(S(=O)(=O)N2CCC3(CC2)OCCO3)ccc1F,0.7%
CCOC(=O)N1CCN(CC(=O)c2c[nH]c3ccc(F)cc23)CC1,0.6%
O=C(OCc1cc(Cl)ccc1OC(F)F)c1ccc([N+](=O)[O-])o1,0.1%
O=C(Nc1ccc(-c2nnn(CC(=O)N3CCN(C(=O)c4ccco4)CC3)n2)cc1)c1ccccc1F,0.3%
Nc1cccc(-n2nncc2-c2ccc(Cl)cc2)c1,0.2%
COc1cc(/C=C/c2nc3ccc([N+](=O)[O-])cc3s2)ccc1OCC(=O)O,0.2%
Cc1ccc(OCCCC(=O)NCc2ccco2)c(C)c1,-0.7%
O=C(Cc1ccccc1[N+](=O)[O-])Nc1ccc(S(=O)(=O)N2CCCC2)cc1,-0.7%
O=C(O/N=C/c1ccc2c(c1)OCO2)c1ccccc1Cl,-2.7%
CCCCc1ccc(C2C(C#N)=C(N)SC(N)=C2C#N)s1,4.3%
CCc1ccc(/C=C2/Sc3ccccc3N(CC(=O)NCCCOC)C2=O)cc1,-0.3%
CC(C)c1ccc(/C=C(\NC(=O)c2ccccc2)C(=O)NCCN2CCOCC2)cc1,0.2%
N#CC(C(=O)NC1CCCCC1)c1nc2ccccc2nc1N1CCOCC1 (configuration not stated),1.1%
CCOC(=O)Cc1csc(NC(=O)c2ccc(Br)s2)n1,-2.1%
CCc1ccc2nc3sc(C(=O)N4CCc5ccccc54)c(N)c3cc2c1,3.3%
COCCn1c(=O)c2c(nc3n2CCN3c2ccc(C)cc2)n(C)c1=O,-0.5%
Cc1c(-c2ccncc2)oc2ccc(Br)cc2c1=O,-0.1%

# (continued)
SMILES,RXFP1 ag
Cc1ccccc1NC(=O)c1c(O)c2cccc3c2n(c1=O)CC3,19.6%
Cc1ccc2nc3c(cc(C#N)c(=N)n3Cc3cccnc3)c(=O)n2c1,4.0%
COc1nc2c(C)cccc2cc1-c1noc(-c2ccncc2)n1,25.2%
CCN(c1ccccc1)S(=O)(=O)c1cc2c3c(c1)CCN3C(=O)CC2,0.1%
COc1cc2[nH]c(C(=O)NN)c(N)c2cc1OC,-6.6%
O=C(NC1CCCCC1)NC1CC2CCC(C1)N2C(=O)NCc1ccccc1 (configuration not stated),-1.1%
Cc1cccc(CN2C(=O)/C(=C\c3ccc(C(=O)NCCCN4CCN(C)CC4)cc3)Oc3ccccc32)c1,14.4%
COCCN1C(=O)N[C@H](c2cccc(C(F)(F)F)c2)C(C(=O)OC)=C1C,1.1%
O=C(CNC(=O)/C=C/c1ccccc1)N=Nc1c(O)n(Cc2ccccc2)c2ccccc12,-0.9%
CC(C)C(=O)N1CCC2(CC1)Oc1ccc(F)cc1C(=O)C21CC(c2cccnc2)=NO1 (configuration not stated),0.0%
O=C(COc1ccc(Cl)cc1)Nc1ccccc1N1CCOCC1,0.7%
Cc1cc(C)n(C(=O)c2ccncc2)n1,1.4%
O=S(=O)(Nc1ccc(O)c2ccccc12)c1ccc(Br)cc1,-0.2%
CCCC[C@]12Cc3cc(OC)c(OC)cc3C(O1)c1c(cc(-c3ccccc3)oc1=O)O2,2.1%[11.5 µM]
CCOC(=O)c1ccc(Cl)c(NC(=O)c2cccnc2)c1,-0.7%
CC(C)c1ccc(/C=C/C(=O)Nc2nn[nH]n2)cc1,2.0%
COc1nnnc2c1sc1nc(N3CCOCC3)c3c(c12)CC(C)(C)OC3,-0.3%
Oc1[nH]c2ccccc2c1N=Nc1ncnc2c1oc1ccccc12,4.8%
COc1ccc(Cn2c3nc4ccccc4nc3c3c(=O)n(Cc4ccco4)c(C)nc32)cc1,-0.6%
CCOc1ccc(-c2cc(C(=O)NN3CCN(C)CC3)c3cc(Cl)ccc3n2)cc1,2.0%
CC(=O)Nc1ccc(NC(=O)Cc2ccc(F)cc2)cc1,-0.3%
Cc1noc(C)c1S(=O)(=O)N1CCC(C(=O)N2CCN(C3CCCC3)CC2)CC1,1.7%
S=C(Nc1ccccc1)N1CCN(C(=S)Nc2ccccc2)CC1,-1.7%
CCN(CC)S(=O)(=O)c1ccc(Cl)c(C(=O)Nc2cc(C)nn2-c2ccccc2C(F)(F)F)c1,-0.5%
COc1ccc2[nH]c3c(NCCN4CCCCC4)ncnc3c2c1,-0.4%

# The list continues:
SMILES,RXFP1 ag
COc1ccc(Nc2nc3ccc(C)cc3n3cnnc23)cc1Cl,2.8%
NC(=O)c1ccccc1C[C@H](C(=O)O)N1C(=O)c2ccc(C(=O)O)cc2C1=O,0.8%
CC1=CC(C)(C)N2C(=O)C3(C(C#N)=C(N)OC4=C3C(=O)CC(C)(C)C4)c3cccc1c32 (configuration not stated),0.2%
CC(C)c1ccc(S(=O)(=O)/N=C2/C=CC(=O)c3ccccc32)cc1,2.1%
CCCCn1c(=O)[nH]c(=O)c2c1nc(-c1ccc(CC)c([N+](=O)[O-])c1)n2C,1.4%
CC(=O)N[C@@H](C)c1nc2ccccc2n1CCNC(=O)[C@H]1CCCN1c1nc(CN2CCCCC2)cs1,-1.7%
Cc1cc(C)nc(N/N=C/C2=C(O)CC(c3ccccc3)CC2=O)n1 (configuration not stated),0.2%
CCN(CC)CCCN1C(=O)C(=O)/C(=C(/O)c2ccc3c(c2)OCCO3)C1c1ccc(C)o1 (configuration not stated),2.2%
CCCn1c(=O)c(C(=O)NNC(=O)c2ccccc2[N+](=O)[O-])c(O)c2ccccc21,1.5%
CCOC(=O)c1cnn(-c2nc3sc4c(c3c(=O)[nH]2)CCCC4)c1N,1.8%
COC(=O)c1ccccc1NC(=O)Cn1nc2n(C)c3ccccc3n2c(=O)c1=O,-1.0%
CCOc1ccc2[nH]c(=O)c(CN(C(=O)N3CCOCC3)C3CC3)cc2c1,0.3%
Cc1c(Cl)cccc1NC(=O)CN1C(=O)CSc2ncccc21,-0.2%
CC1=CC(=C2C=CC(=O)C=C2)C=C(C)N1C,1.3%
N#CC1=C(N)Nc2ncnn2C1c1ccccc1 (configuration not stated),2.3%
CC12C(=O)N(c3ccc(C(=O)N4CCOCC4)cc3)C(=O)C1C1c3ccccc3C2c2ccccc21 (configuration not stated),-1.5%
C/C(=N/O)c1ccc(N2C(=O)C3C4C=CC(C3C2=O)C2C3C(=O)N(c5ccc(/C(C)=N/O)cc5)C(=O)C3C42)cc1 (configuration not stated),-2.8%
CCCCCCCCCCC(=O)Nc1cccnc1,1.4%
Cn1c2cc(B(O)O)sc2c2cnn(Cc3c(F)cccc3Cl)c(=O)c21,2.2%
COC(=O)C1=C(C)N(Cc2cccnc2)C(=O)/C1=C\c1cccs1,1.0%
CN(C)c1ccc(/C=C/C(O)=C2/C(=O)N(C)C3(C)CC2c2ccccc2O3)cc1 (configuration not stated),0.9%
Cc1cc(C)cc(NC(=O)c2snc3c(=O)[nH]cnc23)c1,1.6%
O=C(/C=C\c1ccc2c(c1)OCO2)Nc1nnc(SCC(=O)OCc2ccccc2)s1,0.4%
Cc1cc(C)nc(-n2nc(C)cc2NC(=O)c2ccc3c(c2)OCO3)n1,-0.1%
CSc1nc(-c2ccccc2)nc(N)c1C(C)=O,-0.6%

# 3 compounds picked at random from those above, as already listed:
SMILES,RXFP1 ag
O=S(=O)(Nc1ccc(O)c2ccccc12)c1ccc(Br)cc1,-0.2%
O=C(Cc1ccccc1[N+](=O)[O-])Nc1ccc(S(=O)(=O)N2CCCC2)cc1,-0.7%
COCCN1C(=O)N[C@H](c2cccc(C(F)(F)F)c2)C(C(=O)OC)=C1C,1.1%

# Next entries follow.
SMILES,RXFP1 ag
COc1ccc(OC)c(C(=O)CSc2nnc(-c3ccc(OC)c(OC)c3)o2)c1,-2.6%
COc1ccc(C2C=C(c3ccc(Cl)cc3)Nc3nc(NC(C)=O)nn32)cc1 (configuration not stated),10.8%
N#Cc1nc(-c2cccc3ccccc23)oc1NCC#CCOC(=O)c1cccs1,-0.5%
CC1(C)Cc2nc3nc(SCC(=O)NCc4ccccc4)n(-c4ccccc4)c(=O)c3cc2CO1,4.2%
COC(=O)N1C(=O)[C@@](CC(C)C)(c2ccccc2)N1C(=O)OC,0.7%
NC(=O)CC(NC(=O)c1cccc(Br)c1)c1ccc(NCCN2CCOCC2)c([N+](=O)[O-])c1 (configuration not stated),0.4%
O=S(=O)(O)Oc1c[nH]c2ccccc12,-0.6%
O=Cc1coc2c(ccc3ccccc32)c1=O,0.6%
COc1ccc2[nH]c3c(c2c1)CCn1c-3nc2sc(C(=O)Nc3ccccc3)c(C)c2c1=O,1.4%
C=CCN(C)CCCNC(=O)/C=N/O,-3.2%
Cc1cnc(NC(=O)c2c(O)c3cccc4c3n(c2=O)CCC4)s1,3.4%
Cc1ccc(C2CC(=O)c3cnc(N4CC(C)CC(C)C4)nc3C2)cc1 (configuration not stated),u
CCOC(=O)c1c(C)oc2c1c(C(c1cccnc1)N1CCN(C)CC1)c(O)c1ccccc12 (configuration not stated),0.1%
O=C(/C=C/c1ccccc1[N+](=O)[O-])Oc1ccccc1,-1.2%
Cc1ccc(S(=O)(=O)/N=C2/NC(=O)/C(=C/c3ccncc3)S2)cc1,0.7%
Cc1nnc(C)c2c(C)n(-c3ccc(Br)cc3)c(C)c12,1.8%
O=[N+]([O-])c1cccc(N=Cc2sc3ccccc3c2O)c1,0.6%
CC1=NN(c2ccc(C(=O)O)cc2)C(=O)/C1=C/c1ccc(-c2ccccc2F)o1,0.3%
C#CCOCCOCCOCCNc1nc(N2CCN(C(=O)[C@H](CCC(=O)O)n3cc(C(N)Cc4ccc(O)cc4)nn3)CC2)nc(N2CCN(C(=O)[C@H](Cc3ccc(O)cc3)n3cc(C(N)CC(C)C)nn3)CC2)n1 (some centres not stated),-2.9%
Cc1cc(C)nc(SCc2ccc(C(=O)N/N=C/c3cccnc3)cc2)n1,0.6%
